# Source: PubChem
# Pin1 inhibitor – qHTS Assay to Find Inhibitors of Pin1; Peptidyl-prolyl cis-trans isomerase NIMA-interacting 1 (Homo sapiens), Q13526; Pin1 FP peptide displacement, HiFluor488, 10 min; Potency, µM (titrated, usually from 115 µM), without a hit: at the top dose activity, negative = inhibition, most hits filed as inhibitors; 390,000 tested, 0.009% active; active means well fitted inhibition curve with a large enough effect in the polarisation, with a control signal flat, not every such curve was filed as active; inconclusive means small, poorly fitted or top-dose-only effect, or effect the other way, or a change in a side signal; inactive means no such curve, though single readings can be large or run the other way; the % refers to the polarisation; further: potency means the concentration at half of the fitted maximal effect; on the % scale 0 is the no-effect control and ±100 the full control effect
# Tb PGK inh – qHTS Assay to Find Inhibitors of Phosphoglycerate Kinase; Phosphoglycerate kinase, glycosomal (Trypanosoma brucei brucei), P07378; 380,000 tested, 0.043% active; PGK/GAPDH coupled, Kinase-Glo luminescence, 60 min; Potency, µM (series often up to 57.5 µM), inactives show at the top dose activity change, negative = inhibition, usual class: inhibitors; further: potency means the concentration at half of the fitted maximal effect; on the % scale 0 is the no-effect control and ±100 the full control effect; nearly all actives have a fitted effect of over 60% in size
#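 Luminescent ATP detection (Kinase-Glo Plus) follows a 60-minute room-temperature incubation, with wells lacking PGK as controls. Buffer: 100 mM TEA (pH 7.6), 5 mM MgCl2, 0.01% Tween-20. Coupling enzyme GAPDH (100 nM final) supplies unstable 1,3-BPG in-well.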
# PI4K2A block – qHTS for small molecular inhibitors of PI4K2A; Phosphatidylinositol 4-kinase type 2-alpha (Homo sapiens), Q9BTU6; purified PI4K2A, ADP-Glo luminescence, 1 h; hits give low values; activity change, negative = inhibition, % at 76.9 µM; 420,000 tested, 0.13% active; AID 1346378, 2018; in the data active means activity change below about -50%; inconclusive means mostly about -30% to -49%;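 further: -100% = wells without enzyme as full effect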
# Target sequence (Q9BTU6 whole entry, looked up): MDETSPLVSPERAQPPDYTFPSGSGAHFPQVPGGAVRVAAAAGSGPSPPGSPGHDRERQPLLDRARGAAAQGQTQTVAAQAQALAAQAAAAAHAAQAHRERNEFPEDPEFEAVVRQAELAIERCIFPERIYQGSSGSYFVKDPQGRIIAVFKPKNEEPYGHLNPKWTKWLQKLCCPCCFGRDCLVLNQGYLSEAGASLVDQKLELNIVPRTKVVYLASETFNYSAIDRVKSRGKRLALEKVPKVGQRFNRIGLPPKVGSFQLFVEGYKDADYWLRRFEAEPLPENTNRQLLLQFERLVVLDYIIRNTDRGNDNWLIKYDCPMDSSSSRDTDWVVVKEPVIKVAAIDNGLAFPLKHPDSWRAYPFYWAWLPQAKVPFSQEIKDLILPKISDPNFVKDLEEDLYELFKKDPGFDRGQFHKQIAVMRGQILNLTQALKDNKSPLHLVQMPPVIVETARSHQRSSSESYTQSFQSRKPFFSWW
#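 In this quantitative HTS, ADP production by PI4K2A was quantified luminescently after 1 h at ambient temperature; 100 microM adenosine served as plate-quality control.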
# TrxR1 inh – qHTS Assay for Inhibitors of Mammalian Selenoprotein Thioredoxin Reductase 1 (TrxR1): qHTS | 390,000 tested, 1% active | AID 588453, 2011 | Potency, µM (series often up to 114 µM), without a hit: top-dose activity change, negative = inhibition, actives largely listed as inhibitors | recombinant rTrxR1, NADPH fluorescence consumption, selenite substrate | Thioredoxin reductase 1, cytoplasmic (Rattus norvegicus), O89049; further: potency means the concentration at half of the fitted maximal effect; on the % scale 0 is the no-effect control and ±100 the full control effect; nearly all actives have a fitted effect of over 65% in size
# Target sequence (O89049 whole entry, looked up): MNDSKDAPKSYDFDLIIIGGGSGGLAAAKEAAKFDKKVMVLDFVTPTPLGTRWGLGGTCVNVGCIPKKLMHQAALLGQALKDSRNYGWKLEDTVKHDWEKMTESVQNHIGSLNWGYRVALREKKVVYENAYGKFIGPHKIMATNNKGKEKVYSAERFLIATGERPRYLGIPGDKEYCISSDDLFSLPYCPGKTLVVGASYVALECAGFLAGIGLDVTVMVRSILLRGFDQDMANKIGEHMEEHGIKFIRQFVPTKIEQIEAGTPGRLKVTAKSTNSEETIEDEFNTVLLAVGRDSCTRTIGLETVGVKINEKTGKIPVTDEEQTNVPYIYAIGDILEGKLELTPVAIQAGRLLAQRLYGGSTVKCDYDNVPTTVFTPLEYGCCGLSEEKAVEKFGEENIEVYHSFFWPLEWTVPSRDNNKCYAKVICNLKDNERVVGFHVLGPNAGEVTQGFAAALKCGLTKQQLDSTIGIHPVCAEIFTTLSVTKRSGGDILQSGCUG
#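 Rat TrxR1 (90 nM in the dispensed reagent) was pre-reduced with 400 uM NADPH for 5 min at room temperature, then incubated with compound for 15 min. After 400 uM selenite was added, NADPH fluorescence (Ex 340/Em 450 nm) was followed for 8 min.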
# TrxR1 substrate – qHTS Assay for Substrates of Mammalian Selenoprotein Thioredoxin Reductase 1 (TrxR1): qHTS; Potency, µM (doses to about 114 µM), inactives show at the top dose activity change, negative = substrate turnover; 390,000 tested, 0.01% active; purified TrxR1 substrate turnover, NADPH consumption readout; Thioredoxin reductase 1, cytoplasmic (Rattus norvegicus), O89049; further: potency means the concentration at half of the fitted maximal effect; on the % scale 0 is the no-effect control and ±100 the full control effect; nearly all actives have a fitted effect of over 50% in size
#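 Rat TrxR1, dispensed at 90 nM, was prereduced with 400 uM NADPH (final) for 5 min at ~22 deg C, then incubated with compound 15 min before 400 uM selenite. A first-read NADPH fluorescence drop versus no-compound background flagged substrates.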
# mIDH1 inhibitor – qHTS for Inhibitors of mutant isocitrate dehydrogenase 1 (IDH1): qHTS. Isocitrate dehydrogenase [NADP] cytoplasmic (Homo sapiens), O75874. IDH1-R132H enzyme, NADPH consumption, diaphorase/resazurin fluorescence. Potency, µM (top dose mostly 76.6 µM), for the others: at the top dose activity change, negative = inhibition, actives largely listed as inhibitors. 390,000 tested, 0.093% active; further: potency means the concentration at half of the fitted maximal effect; on the % scale 0 is the no-effect control and ±100 the full control effect; nearly all actives have a fitted effect of over 65% in size
#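 IDH1-R132H (0.5 ug/mL) preincubated 30 min with compound, then NADPH (0.016 mM) and alpha-KG (2 mM) added; 80 min at RT, pH 7.5. Remaining NADPH coupled via diaphorase/resazurin to fluorescence (540/590 nm); concentration-response curves normalized to no-enzyme control.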
# GLS inh – qHTS for Inhibitors of Glutaminase (GLS); GLS enzymatic activity, qHTS titration; Potency, µM (highest dose often 45.5 µM), for the others: top-dose activity change, negative = inhibition, actives largely listed as inhibitors; 410,000 tested, 0.21% active; AID 624170, 2012; further: potency means the concentration at half of the fitted maximal effect; on the % scale 0 is the no-effect control and ±100 the full control effect
#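 hKGA in 45 mM KH2PO4 pH 8.2, 0.02% Tween-20 with pin-transferred compounds; 1 mM L-glutamine (stock) plus glutamate oxidase/HRP/Amplex Red coupling added. Fluorescence read initially and after 30 min at RT.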
# HP1b chromo inh – HTS for Inhibitors of HP1-beta Chromodomain Interactions with Methylated Histone Tails. Potency, µM (series often up to 114 µM), inactives show top-dose activity change, negative = inhibition, hits mostly inhibitors. Chromobox protein homolog 1 (Homo sapiens), P83916. 390,000 tested, 0.56% active. AlphaScreen HP1-beta / biotin-H3K9me3 peptide binding; further: potency means the concentration at half of the fitted maximal effect; nearly all actives have a fitted effect of over 70% in size; inactives centre near 23
#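 AlphaScreen: HP1-beta (50 nM) preformed 30 min with biotin-H3(1-18)K9me3 peptide (50 nM) in PBS pH 7.4, 0.01% Tween-20. Compound added for 30 min at RT, then streptavidin donor/nickel chelate acceptor beads (10 ug/mL) for 30 min.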
# USP1 inh – Inhibitors of USP1/UAF1: Primary Screen. Potency, µM (series often up to 57.1 µM), for the others: at the highest dose activity change, negative = inhibition, actives largely listed as inhibitors. recombinant USP1/UAF1, Ub-Rhodamine cleavage fluorescence. Ubiquitin carboxyl-terminal hydrolase 1 (Homo sapiens), O94782. 390,000 tested, 0.23% active; further: potency means the concentration at half of the fitted maximal effect; on the % scale 0 is the no-effect control and ±100 the full control effect; nearly all actives have a fitted effect of over 60% in size; inactives centre near -12
#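 In this screen, compounds sit with the deubiquitinase complex (1nM) for 15 min at room temperature before Ub-Rho is added at 150nM final. Fluorescence rise is then followed for 6 reads every 60 seconds.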
# Numbers without * were called inactive; i = inactive; ? = inconclusive; . = not tested or not shown; & = joins results of further samples; [ ] = remark or other dose. Unless noted, the call rests on the fitted dose curve; in most records, active means well fitted curve in the direction sought with a large enough effect; inconclusive means small, poorly fitted or top-dose-only effect, or another doubt; inactive means no such curve, though single readings can be large; an effect the other way counts as inactive or inconclusive.
SMILES,Pin1 inhibitor,Tb PGK inh,PI4K2A block,TrxR1 inh,TrxR1 substrate,mIDH1 inhibitor,GLS inh,HP1b chromo inh,USP1 inh
NC(=O)c1ccccc1N=Cc1ccccn1,5%,-8%,-5,-11%,81%[activator],3%,.,15%,-5%
CCCCn1c(N)c(N(Cc2ccccc2OC)C(=O)CCSC)c(=O)[nH]c1=O,5%,0%,0,-9%,-9%,-3%,6%,26%,-21%
Cn1c(CNC(=O)c2ccc(Cl)cc2)nnc1SCC(=O)Nc1sc2c(c1C#N)CCCC2,7%,i,0,1%,-3%,4%,-19%,5%,-3%
CC(=O)c1cccc(NC(=O)N[C@@H](CC(C)C)C(=O)O)c1,-2%,5%,-2,15%,-2%,-4%,10%,19%,-13%
COc1cccc(N(C(=O)CS(=O)CC(=O)Nc2ccc(F)cc2)C(C(=O)NC2CCCCC2)c2cccs2)c1 (centres undefined),0%,5%,1,8%,-1%,-21%,12%,11%,-9%
CCC(=O)c1c(NC(CC)CO)cc(C)oc1=O (centres undefined),-3%,7%,-2,4%[57.1 µM],2%[57.1 µM],16%,-3%,1%,-19%
O=C(Nn1c(C2CCCCC2)nc2ccccc2c1=O)c1ccc([N+](=O)[O-])cc1,1%,-4%,0,-9%[57.1 µM],-1%[57.1 µM],?,-13%,27%,-12%
O=C(CSc1nnnn1-c1ccc(F)cc1)Nc1ccc(N2CCOCC2)c(Cl)c1,-2%,-3%,-8,1%,5%,6%,-1%,26%,-6%
Cc1ccc(S(=O)(=O)N2CCN(CC(=O)Nc3ccccc3C(=O)NC3CC3)CC2)cc1,3%,-4%,3,0%,2%,6%,-1%,20%,-10%
CCCSc1nnc(CNS(=O)(=O)c2ccc(C)cc2)n1C,3%,-12%,-6,34%,14%,0%,4%,44%[activator],-10%
Cc1c(Cl)cccc1NC(=O)Cn1c(=O)nc(-c2ccccc2)c2ccccc21,0%,0%,6,10%[57.1 µM],3%[57.1 µM],-3%,-2%,3%,-21%
COc1cccc(N2CC(NS(=O)(=O)c3cccnc3)CC2=O)c1 (centres undefined),-3%,-3%,-9,5%[57.1 µM],-2%[57.1 µM],-4%,-2%,21%,-21%
COc1ccc(C(=O)NCCCCCCNC(=O)c2ccc(OC)cc2)cc1,-1%,0%,-1,23%,-6%[57.1 µM],0%,0%,20%,-15%
CCN(CC)S(=O)(=O)c1ccc2oc(Nc3ccc(OC)cc3OC)nc2c1,-3%,i,-5,4%[57.1 µM],-9%,-16%,-3%,18%,-11%
Cc1ccc(NC(=O)c2cccs2)cc1NC(=O)c1ccc(F)cc1,0%,5%,3,-17%,-9%,-3%,0%,26%,-10%
OCCN1CCN(CCCN2c3ccccc3C=Cc3ccccc32)CC1,.,.,2&-5,11%[57.1 µM],?,.,54%&2%[activator],.,.
Cc1cccc(N(Cc2ccc(Cl)cc2)S(C)(=O)=O)c1,5%,8%,-1,10%,1%,10%,0%,50%[activator],-9%
CC(=O)n1cc(/C=N/NC(=O)c2sc(C)nc2C)c2ccccc21,-7%,5%,0,34%[57.1 µM],1%[57.1 µM],2%,-1%,26%,-7%
O=C(NCCCCc1ccccc1)C12CN(Cc3ccccc3)CC1C(c1cccc([N+](=O)[O-])c1)=NO2 (centres undefined),0%,i,0,42%[activator],5%,12%,-2%,-22%,-7%
COc1ccc(/C=N/NC(=O)c2cccc(C(F)(F)F)c2)cc1,-6%,3%,-1,13%[57.1 µM],7%[57.1 µM],1%,-11%,51%[activator],-16%
Cn1nc(C(=O)OCC(=O)c2ccccc2)c2ccccc2c1=O,1%,i,-4,-2%,-8%,3%,-8%,40%[activator],-22%
O=c1[nH]c2c(s1)C(c1ccc(O)cc1)C1C3CCC(C3)C1S2 (centres undefined),12%,-10%,-2,19%,3%,-3%,19%,-20%,-6%
CN(C)S(=O)(=O)c1ccc(Cl)c(NC(=O)CSc2nc3c(cc2C#N)C(=O)CC(C)(C)C3)c1,7%,-9%,5,17%[57.1 µM],10%[57.1 µM],0%,-9%,38%,-18%
CC(=O)N(c1ccc2oc(=O)sc2c1)S(=O)(=O)c1ccc(C)cc1,-12%,i,2,10%,-2%,6%,1%,-1%,-12%
CCc1nn(-c2ccccc2)c(N)c1-c1ccc(OC)c(OC)c1,4%,-2%,-1,0%,-6%,0%,15%,2%,-6%
O=C(/C=C/c1ccc(Cl)cc1)N(c1ccccn1)C1CCCCC1,0%,3%,-2,-2%,-10%,-2%,0%,57%[activator],-27%
O=[N+]1C2=C(CCCC2)N([O-])C12CCCC2,-18%,-8%,-1,?,3%[57.1 µM],0%,-3%,15%,-14%
O=C(CSc1nccc(=O)[nH]1)c1c[nH]c2ccccc12,2%,4%,-4,-5%,-3%,-10%,6%,49%[activator],-21%
CC(=O)Nc1ccccc1NS(=O)(=O)c1ccccc1[N+](=O)[O-],?,-8%,2,?,7%,-2%,-14%,53%&50%[activator],-19%
O=C(CCCc1nc(-c2ccc(Cl)cc2)no1)NCC1CCCO1 (centres undefined),3%,i,-7,4%[57.1 µM],3%[57.1 µM],1%,-14%,66%[activator],-20%
Cc1cc(C)c(-c2csc(-c3cc4ccccc4oc3=O)n2)cc1C,1%,-3%,-1,18%,13%,-16%,-1%,162%[activator],-20%
Cc1nn(CC(=O)Nc2ccccc2C(F)(F)F)c(=O)c2cccn12,6%&-19%,-1%,6&-1,15%&5%,-4%&0%,-8%&-6%,1%&-4%,?,-14%&-2%
C=CC[C@@H](Cc1ccc(F)cc1)C(=O)OC[C@@H]1CCCN1C(=O)[C@@H](CC=C)CC(=O)N[C@@H](CO)Cc1ccccc1,?,5%,-2,-2%,-10%,8%,4%,34%,-8%
COc1ccc2[nH]c(O)c(N=NC(=O)Cc3cccs3)c2c1,?,-8%,-12,-8%,-6%,10%,-4%,-24%,-4%
COc1ccc(Cl)cc1NC(=O)CSc1ncnc2c1oc1ccccc12,0%,.,-4,28%,1%,-1%,1%,30%,-21%
NC(N)=NC1=NC(=O)C(Cc2ccccc2Cl)S1 (centres undefined),-3%,-10%,1,15%[57.1 µM],3%[2.29 µM],7%,-6%,52%[activator],0%
CCOc1ccc(NC(=O)C2C(C(=O)O)C3(Cl)C(Cl)=C(Cl)C2(Cl)C3(Cl)Cl)cc1 (centres undefined),2%,1%,1,4%[57.1 µM],0%[57.1 µM],0%,12%,30%,-25%
CN(C(=O)c1ccc(NC(=O)C2CCCN(C(=O)OC(C)(C)C)C2)cc1)C1CCC1 (centres undefined),1%,-2%,0,11%[57.1 µM],5%[57.1 µM],-2%,8%,17%,-8%
Cc1ccnc(NC(=O)Nc2ccc(Br)cc2Cl)c1,8%,i,-13,32%,20%,6%,-5%,-11%,-18%
O=C1C(=O)N(CCS(=O)(=O)c2ccccc2)c2ccc(Cl)cc21,2%,-6%,7,0%,-8%,9%,1%,22%,?
C=CCN1C(=O)C(=O)N(CC(=O)NCC(=O)Nc2ccc(F)c(F)c2F)C1=O,-1%,-4%,-4,16%,-3%,-1%,16%,33%,-14%
CCc1nnc(NC(=O)c2ccc(-c3ccccc3Cl)o2)s1,8%,-3%,3,4%,13%,6%,.,29%,-21%
COc1ccccc1NC(=O)NNC(=O)c1cc2ccccc2cc1O,?,-2%,-1,19%,2%,3%,17%,40%,-25%
CC(CNC(=O)C(C)C)NC(=O)C(C)C (centres undefined),2%,8%,-3,-11%,-9%,1%,-7%,19%,1%
O=C(OCCN1CCCCC1)c1cccc(F)c1,-10%,-5%,-3,14%,12%,7%,2%,62%[activator],-10%
Cc1cccc(NS(=O)(=O)c2ccc(C3CCCCC3)cc2)c1,0%,17%,3,-9%,-10%,5%,-22%,98%[activator],-24%
O=C1CSCc2nc3ccccc3n21,6%,i,-3,-8%[11.4 µM],-7%[11.4 µM],3%,2%,15%,-21%
CC(CCn1cccn1)NC(=O)CCc1nnc(CCc2ccccc2)o1 (centres undefined),1%,1%,6,17%,6%,1%,5%,31%,-12%
CCCN(CC(=O)Nc1ccccc1OC)C(C)C(=O)NC(C)CCc1ccccc1 (centres undefined),0%,-7%,-3,15%[57.1 µM],12%[0.0914 µM],-2%,10%,52%[activator],-4%
CCOC(=O)c1cc(NCc2cccs2)ccc1N1CCOCC1,0%,9%,3,-5%,-6%,0%,17%,20%,-11%

# An excerpt (hit frequency here may not be typical).
